Screens (PubChem)
EPAC2 ag: qHTS for Agonist of cAMP-regulated guanine nucleotide exchange factor 4 (EPAC2): primary screen; Rap guanine nucleotide exchange factor 4 (Homo sapiens), Q8WZA2; EPAC2 activation, biochemical qHTS; response scale: 100% = 6.5 mM cAMP response; Potency, µM (titrated, usually from 154 µM), for inactives: at the top dose activation, actives largely listed as activators; actives 0.079% (n = 360,000); AID 720711, 2013; also: potency is read from the fitted curve at half-maximal effect; nearly all actives have a fitted effect of over 50% in size
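Guanine nucleotide exchange by EPAC2 is measured as reduced fluorescence of BODIPY-GDP once it is released from 250 nM Rap1B. Plates are read kinetically for 30 min at room temperature; results are scaled to 6.5 mM cAMP.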
FUS suppressor: qHTS for Suppressors of FUS Proteinopathy: Primary screen using FUS-linked yeast assay. S. cerevisiae FUS-expressing, growth rescue, OD600, 24 h. Potency, µM (series often up to 76.6 µM), for inactives: at the top dose growth rescue (activation), hits mostly activators. actives 0.24% (n = 390,000);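 also: potency is read from the fitted curve at half-maximal effect; plate controls were DMSO vehicle for no effect and reference control for full effect; nearly all actives have a fitted effect of over 55% in size; some results filed as inactive show a strong effect at the top dose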
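Toxicity suppression screen in FUS-yeast. Cells induced with 2% galactose, starting OD 0.005, treated 24hr at 30C with compounds at multiple final concentrations; growth by OD600.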
aSyn yeast inh: qHTS of alpha-syn Inhibitors | actives 0.14% (n = 370,000) | Yeast expressing alpha-synuclein, growth rescue, BacTiter-Glo, 24 h | Potency, µM (highest dose often 46.1 µM), for inactives: at the highest dose growth rescue (activation), hits mostly activators; also: potency is read from the fitted curve at half-maximal effect; % of control where 0% means no effect; nearly all actives have a fitted effect of over 65% in size
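Screening used galactose-induced yeast with toxic alpha-synuclein levels, exposed to compound for 24 hr at 30 deg C. Cell growth, read with BacTiter-Glo luminescence, gave the measured signal.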
EPAC2 antag: qHTS for Antagonist of cAMP-regulated guanine nucleotide exchange factor 2 (EPAC2): primary screen | actives 0.18% (n = 360,000) | Potency, µM (titrated, usually from 114 µM), for the others: at the highest dose activity, negative = inhibition, usual class: inhibitors | AID 720708, 2013 | EPAC2 GEF exchange of Rap1B-BODIPY-GDP, fluorescence; also: potency is read from the fitted curve at half-maximal effect; % is scaled to controls: 0 for no effect and ±100 for the full control effect; nearly all actives have a fitted effect of over 45% in size; many of its hits are not listed in these tables
TDP-43 yeast inh: qHTS of TDP-43 Inhibitors; AID 652104, 2013; TDP-43 expressing yeast growth rescue, BacTiter-Glo, 24 h; Potency, µM (titrated, usually from 46.1 µM), for the others: top-dose growth rescue (activation), most hits filed as activators; actives 1.8% (n = 410,000); also: potency is read from the fitted curve at half-maximal effect; % of control where 0% means no effect; nearly all actives have a fitted effect of over 50% in size
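Growth rescue of TDP-43-toxic yeast measured as ATP luminescence (BacTiter-Glo). Cells grown to mid-log in raffinose, induced in galactose at OD600=0.02, exposed to compound 24 hr at 30 deg C.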
Abeta rescue: qHTS for compounds that reverse cellular toxicity of Amyloid beta (A-beta) peptide in yeast: Primary Screen; yeast expressing A-beta42, growth rescue, OD600, 48 h; response scale: 0% DMSO, 100% iron-clioquinol control; Potency, µM (top dose mostly 46.1 µM), without a hit: top-dose growth rescue, actives largely listed as activators; actives 0.063% (n = 410,000); AID 1347071, 2019; also: potency is read from the fitted curve at half-maximal effect; nearly all actives have a fitted effect of over 55% in size
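Growth rescue measured by 600 nm absorbance after 48 h yeast culture at 30 C with compound. Values normalized between DMSO and an equimolar ferric chloride plus clioquinol control.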
DRD3 agonist: qHTS of D3 Dopamine Receptor Agonist: qHTS | D(3) dopamine receptor (Homo sapiens), P35462 | D3R DiscoveRx beta-arrestin cells, luminescence, 90 min | max activation, % | actives 0.58% (n = 410,000) | AID 652048, 2013; in the data active = max activation above about 30%; also: 0% is about no effect; mostly tested at two doses, the higher about 12 µM
Target sequence (P35462 whole entry, looked up): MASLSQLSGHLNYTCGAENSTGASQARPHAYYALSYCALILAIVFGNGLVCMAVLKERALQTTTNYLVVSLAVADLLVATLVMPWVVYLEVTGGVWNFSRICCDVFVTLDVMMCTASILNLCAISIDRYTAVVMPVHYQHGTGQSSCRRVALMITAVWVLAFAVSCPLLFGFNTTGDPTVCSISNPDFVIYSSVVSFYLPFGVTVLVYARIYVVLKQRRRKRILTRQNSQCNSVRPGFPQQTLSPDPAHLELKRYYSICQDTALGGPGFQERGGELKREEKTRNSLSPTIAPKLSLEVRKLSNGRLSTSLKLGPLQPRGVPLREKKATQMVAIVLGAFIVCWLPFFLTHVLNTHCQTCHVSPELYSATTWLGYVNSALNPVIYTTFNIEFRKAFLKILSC
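Agonist-mode cell screen: cells plated at 1500/well and incubated overnight at 37 °C, then exposed to library compounds for 90 min at 37 °C. Detection reagent was added for 30–60 min at room temperature, and luminescence was read.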
DRD3 antagonist: qHTS of D3 Dopamine Receptor Antagonist: qHTS. actives 2.5% (n = 360,000). D(3) dopamine receptor (Homo sapiens), P35462. AID 652054, 2013. D3R cells, DiscoveRx beta-arrestin luminescence, antagonist mode; hits give low values. max response, negative = inhibition, %; in the data active = max response below about -50%; inconclusive = no clear call, values can overlap the other calls; also: % is scaled to controls: 0 for no effect and ±100 for the full control effect; mostly tested at two doses, the higher about 12 µM
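Cells plated overnight at 1500 cells/well, then exposed to library compounds with dopamine controls for 90 minutes at 37 degrees C. DiscoveRx reagent added for 30–60 minutes at room temperature; luminescence read, quantitative HTS format.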
Starred values were filed as active, the others as inactive; ? = inconclusive; nt = no result given; & = joins results of further samples; [ ] = another dose, or the depositor's remark. Unless noted, calls follow the shape of the dose curve; as a rule, active = well fitted curve in the direction sought with a large enough effect; inconclusive = small, poorly fitted or top-dose-only effect, or another doubt; inactive = no such curve, though single readings can be large; an effect the other way counts as inactive or inconclusive.

SMILES | EPAC2 ag | FUS suppressor | aSyn yeast inh | EPAC2 antag | TDP-43 yeast inh | Abeta rescue | DRD3 agonist | DRD3 antagonist
COc1cccc(/C=C2/Sc3ccc(C(=O)NCCCN4CCCC4)cc3NC2=O)c1 | 6% | 21% | 5% | 6% | 4% | nt | -20 | -1
Cc1ccnc(NC(=O)CCC(=O)N(CC(=O)NCCc2ccccc2)Cc2ccco2)c1 | 13% | -3% | -3% | 7% | 8% | 6% | 1 | 22
CC(=O)c1ccccc1NC(=O)COC(=O)C1COc2ccccc2O1 (stereo unspecified) | 9% | -13% | 2% | -4% | 12% | 3% | -5 | -1
Clc1cccc(-c2ccc(C=Nc3ccc(N4CCOCC4)cc3)o2)c1 | 14% | nt | -11% | -1% | 0% | -10% | 9 | 43
Cc1cccc(C)c1OCC(O)CN1CCC(CN2C(=O)c3cccc4cccc(c34)C2=O)CC1 (stereo unspecified) | 1% | 7% | -6% | -4% | -19% | -4% | -1 | -2
COc1ccc(CNC(=O)c2c(F)c(F)c(F)c(F)c2F)cc1 | 11% | nt | 3% | 16% | 27% | 0% | 3 | 11
Cc1nc2c(C(=O)NCCc3ccccc3)c[nH]n2c(=O)c1Cc1ccccc1F | nt | 1% | nt | nt | 15% | 13% | -3 | nt
CC(Sc1nnnn1-c1cccc(F)c1)C(=O)NC1CCCC1 (stereo unspecified) | -3% | nt | 3% | 0% | -9% | 8% | -8 | 0
CCc1nnc(NC(=O)C2CCCN2C(=O)Nc2ccccc2)s1 (stereo unspecified) | 0% | -7% | -13% | 2% | -19% | -5% | 4 | 5
O=C(NCc1cccs1)c1ccc(Cl)c(S(=O)(=O)N2CCOCC2)c1 | 7% | -33% | -5% | 2% | 6% | -1% | 3 | -1
O=C(NCCO[N+](=O)[O-])c1cccnc1 | 6% | -28% | -3% | 12% | 20% | 0% | 11&-2 | 3
CNC(=O)C1=C(C)Nc2nc3ccccc3n2C1c1ccc(F)cc1 (stereo unspecified) | 0% | 14% | -1% | -1% | 6% | 3% | -6 | 5
COc1ccc(C=O)cc1COc1ccc([N+](=O)[O-])c(C)c1 | 11% | 17% | 23% | -11% | ? | -2% | -2 | 10
Cn1cc(C(=O)c2cccc(Cl)c2Cl)cc1C(=O)O | 0% | 31% | -2% | 21% | 0% | -12% | 1 | 23
COc1ccc(OC)c(S(=O)(=O)N2CCCc3ccccc32)c1 | 14% | 3% | 17% | 4% | 17% | 6% | 1 | -21
CCCc1cc(=O)[nH]c(SCC(=O)N2CCCCCC2)n1 | 6% | -25% | -6% | 4% | -11% | -8% | -6 | -11
COc1ccccc1N1CCN(C(=O)Cc2c(C(=O)O)[nH]c3ccc(Cl)cc23)CC1 | -7% | 25% | 10% | 7% | -17% | 8% | 5 | -3
Cc1cccc(-c2nc(SCC(=O)N(C)c3ccccc3)c3c(=O)n(C)c(=O)n(C)c3n2)c1 | nt | 5% | nt | nt | 0%[9.22 µM] | -1% | 5 | nt
COc1ccc(NC(=O)c2oc3ccccc3c2NC(=O)Cc2cccs2)cc1 | nt | -2% | nt | nt | -1% | -15% | -3 | nt
COc1nnc(-c2ccc(N3CCOCC3)c(NC(=O)c3ccccc3)c2)c2ccccc12 | 2% | 19% | 6% | 1% | 23% | 15% | 2 | -23

Compounds shown so far containing a furan ring, fused or not:
SMILES | EPAC2 ag | FUS suppressor | aSyn yeast inh | EPAC2 antag | TDP-43 yeast inh | Abeta rescue | DRD3 agonist | DRD3 antagonist
Cc1ccnc(NC(=O)CCC(=O)N(CC(=O)NCCc2ccccc2)Cc2ccco2)c1 | 13% | -3% | -3% | 7% | 8% | 6% | 1 | 22
Clc1cccc(-c2ccc(C=Nc3ccc(N4CCOCC4)cc3)o2)c1 | 14% | nt | -11% | -1% | 0% | -10% | 9 | 43
COc1ccc(NC(=O)c2oc3ccccc3c2NC(=O)Cc2cccs2)cc1 | nt | -2% | nt | nt | -1% | -15% | -3 | nt

New compounds follow.
SMILES | EPAC2 ag | FUS suppressor | aSyn yeast inh | EPAC2 antag | TDP-43 yeast inh | Abeta rescue | DRD3 agonist | DRD3 antagonist
COC(=O)[C@]12CCCCC=C1N(CCC1=CCCCC1)C(=O)[C@H](CC(=O)N1CCC(c3ccccc3)CC1)C2 | 9% | ? | 12% | -6% | 15% | 2% | -5 | 3
Cc1cccc(C(=O)OCc2cncs2)c1 | 3% | -2% | 12% | 7% | -15%[1.82 µM] | 3% | 10 | 6
COc1ccc(C2Nc3cc(OC)ccc3-n3cccc32)cc1 (stereo unspecified) | 11% | 37% | 13% | 2% | 0%[1.82 µM] | -8% | -5 | 0
CCOC(=O)c1c(NC(=O)CSc2nnc(C)o2)sc(C)c1C | 2% | -1% | ? | -20% | -5% | -15% | -15 | 19
CC12CCC(=O)N1C(C(=O)Nc1cc(C(F)(F)F)ccc1N1CCCCC1)CS2 (stereo unspecified) | 2% | 36% | 5% | -21% | ? | ? | 2 | -1
CC(C)(C)OC(=O)N1CCC(C(=O)Nc2cccc(C(=O)NCCCCc3ccccc3)c2)CC1 | -2% | 0% | -6% | -9% | -3% | -16% | 8 | -5
Cc1cc(-n2c(=O)c(C#N)cc3c(=O)n4ccccc4nc32)no1 | -3% | 16% | -9% | 4% | 5% | 11% | -3 | -4
NC(=O)N/N=C1\c2ccccc2-c2c(C(N)=O)cccc21 | 11% | ? | 9% | 4% | -14% | -6% | -5 | -22
COc1ccccc1C(=O)NCC(c1ccc(N(C)C)cc1)N1CCc2ccccc21 (stereo unspecified) | nt | -19% | nt | nt | 7% | 2% | -13 | nt
CCNC(=S)NNC(=O)c1cc(-c2ccc(OC)cc2)nc2ccccc12 | -10% | nt | -74%[inhibitor] | -4% | -72%[inhibitor] | -89%[inhibitor] | 2 | -6
CN(Cc1cc(=O)n2ccsc2n1)c1ccccc1 | 5% | -27% | -2% | -8% | ? | 8% | 2 | 19
CC(Oc1ccccc1F)C(=O)NN (stereo unspecified) | 2% | -22% | -6% | 10% | 14% | -6% | 1 | -15
CC(=O)c1ccc(N2CCN(C(=O)CCC(=O)c3cccs3)CC2)cc1 | 3% | -2% | 2% | 11% | 1% | -19% | -4 | -24
COc1ccc(-c2cnn(C3CCS(=O)(=O)C3)c2N)cc1 (stereo unspecified) | 0% | -15% | -3% | 2% | 3% | 9% | 8 | -26
CSc1ccc(CNC(=O)C2Cc3cc(S(=O)(=O)N4CCCCC4)ccc3N2C(C)=O)cc1 (stereo unspecified) | -7% | ? | -1% | 7% | -13% | 7% | -17 | -2
COCCNC(=O)Cn1nc(N2CCN(c3ccccc3OC)CC2)ccc1=O | nt | -15% | nt | nt | -1% | -16% | -18 | nt
O=C(NCCN1CCOCC1)/C(=C\c1ccc(F)cc1)NC(=O)c1ccccc1 | -1% | -21% | 10% | 2% | -13% | 4% | -12 | -21
O=C(NCC(c1ccc2c(c1)OCO2)N1CCOCC1)C(=O)Nc1cccc(Cl)c1 (stereo unspecified) | nt | 3% | nt | nt | 11% | -4% | -3 | nt
CC(C)c1cc(C(N)=O)c(NC(=O)c2cccc(COc3ccc(Br)cc3)c2)s1 | 9% | 47% | -9% | 4% | -12% | ? | 0 | 4
CC(=O)NC1=NC(=O)/C(=C/N2CCOCC2)S1 | 8% | -11% | 0% | -3% | 7% | 12% | -3 | 25

Quoted at random: 5 records from the list.
SMILES | EPAC2 ag | FUS suppressor | aSyn yeast inh | EPAC2 antag | TDP-43 yeast inh | Abeta rescue | DRD3 agonist | DRD3 antagonist
Cc1cccc(C(=O)OCc2cncs2)c1 | 3% | -2% | 12% | 7% | -15%[1.82 µM] | 3% | 10 | 6
COc1ccccc1C(=O)NCC(c1ccc(N(C)C)cc1)N1CCc2ccccc21 (stereo unspecified) | nt | -19% | nt | nt | 7% | 2% | -13 | nt
CN(Cc1cc(=O)n2ccsc2n1)c1ccccc1 | 5% | -27% | -2% | -8% | ? | 8% | 2 | 19
CC(C)c1cc(C(N)=O)c(NC(=O)c2cccc(COc3ccc(Br)cc3)c2)s1 | 9% | 47% | -9% | 4% | -12% | ? | 0 | 4
CC(Oc1ccccc1F)C(=O)NN (stereo unspecified) | 2% | -22% | -6% | 10% | 14% | -6% | 1 | -15

Going on with the list:
SMILES | EPAC2 ag | FUS suppressor | aSyn yeast inh | EPAC2 antag | TDP-43 yeast inh | Abeta rescue | DRD3 agonist | DRD3 antagonist
Nc1cc(-c2ccccc2)nn1Cc1ccccc1 | 2% | ? | -5% | 7% | -19% | -6% | -4 | -11
CC1CN(C(=O)CCC(=O)NCc2ccccc2Cl)c2ccccc2S1 (stereo unspecified) | 5% | -11% | 17% | ? | 8% | 20% | 3 | -2
CC(Oc1ccc(F)cc1)C(=O)/C=C\N(C)C (stereo unspecified) | -1% | 27% | -13% | 5% | ? | -16% | 0 | -8
O=S(=O)(CCc1nc2ccccc2[nH]1)c1ccc(Br)cc1 | 0% | nt | 0% | 0% | 12% | 4% | 3 | -15
Cc1ccc2oc(-c3ccco3)nc2c1 | 3% | 35% | 1%&-3% | -1% | 1% | -22% | -5 | 7
COc1ccc(C(=O)COC(=O)c2cccc(NC(=O)c3ccc(OC)c(OC)c3)c2)cc1 | nt | -1% | nt | nt | 19% | -1% | 5 | nt
COc1ccc(C(=O)Nc2c(F)c(F)c(F)c(F)c2F)c(OC)c1 | 5% | -14% | 1% | -2% | 15% | -3% | 0 | -5
Nc1nc(SCc2ccc(Cl)cc2Cl)nc2nc3c(cc12)CCCC3 | -3% | nt | -9% | 2% | 11% | -16% | -9 | -57*
COc1ccc(NC(=O)COc2coc(CN3CCc4ccccc4C3)cc2=O)cc1 | 1% | 14% | 1% | 13% | 26% | 8% | 0 | 0
CC(C)CC(COCc1cccc(C(F)(F)F)c1)N1CCN(C(=O)c2cccc(C(F)(F)F)c2)CCC1=O (stereo unspecified) | -8% | ? | 22% | -16% | 25% | 13% | 2 | 20
C[C@@H](NC(=O)c1ncn2c1c(=O)[nH]c1cccnc12)c1ccccc1 | -3% | -8% | -5% | 11% | -5% | -9% | 8 | 15

Not all compounds are listed; count on the stated rates, not on these rows.
